Screening results: PubChem BioAssay, Sanford-Burnham Center for Chemical Genomics
A3G deaminase: inhibitors of human APOBEC3G DNA deaminase. inhibition, % at 20 µM. 0.28% of 330,000 active. recombinant A3G, ssDNA deamination FAM/TAMRA fluorescence. Q9HC16;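 active means inhibition of at least 40% at 20 µM, with no more than 30% in the related APOBEC3A deaminase screen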;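 further: plate controls were DMSO wells with A3G for no effect and wells lacking A3G enzyme for full effect; some compounds called inactive have numbers as strong as hits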
SENP7 inh: blocks the human protease SENP7 | Q9BQF6 | recombinant SENP7, Z-RLRGG-aminoluciferin luminescence, 40 min | inhibition, % at 5 µM | 1.5% of 330,000 active | AID 434973;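 active means inhibition above about 50% at the single test dose, limit read from the data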;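 further: plate controls were DMSO with enzyme for no effect and no enzyme buffer wells for full effect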
SENP1 inh: inhibitors of human SENP1 SUMO protease catalytic domain. recombinant SENP1 catalytic domain, CyPet-SUMO1-YPet FRET cleavage. Q9P0U3. inhibition, % at 10 µM. 0.21% of 360,000 active;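 active means inhibition at least 30% at 10 µM, raw YFP signal under a set limit, fluorescence ratio 0.5 to 1.5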;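 further: 0% = enzyme with DMSO and 100% = no enzyme wells; some results filed as inactive read as strong as hits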
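Material: hSENP1 catalytic domain, recombinant; medium: Tris pH 8 with BME, BSA, NP40 and catalase; compound: single concentration of 10 µM compound, 0.5% DMSO final; technique: FRET read of cyan and yellow fluorescence; timing: 50 min enzyme reaction, room temperature, light-protected; reagent: SFCypet-SUMO1-SFYpet substrate at 25 nM; control set: no-enzyme low, enzyme-DMSO high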
SENP6 block: blocks the human protease SENP6. Q9GZR1. Recombinant SENP6 catalytic domain, aminoluciferin luminescence. inhibition, % at 10 µM. 1.8% of 330,000 active;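 active means inhibition above about 50% at the single tested dose, limit read from the data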;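 further: plate controls were DMSO wells with enzyme for no effect and DMSO wells lacking enzyme for full effect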
UBC13 inh: inhibitors of human UBC13 polyubiquitin chain formation; 0.47% of 330,000 active; P61088; TR-FRET; inhibition, % at 20 µM; in the data active means inhibition above about 45%, passing the limit was not always enough
SENP8 block-1: blocks human SENP8 cleavage of Nedd8 substrate; Q96LD8; recombinant SENP8, Nedd8 substrate fluorescence; inhibition, % at 20 µM; 0.64% of 360,000 active; AID 602440; in the data active means inhibition mostly above about 40%, no sharp cut-off; inactive means mostly below about 27%
SENP8 block-2: blocks the human protease SENP8. purified SENP8, Z-RLRGG-aminoluciferin cleavage, luminescence. inhibition, % at 10 µM. 1.2% of 330,000 active. AID 2540; in the data active means inhibition above about 50%
Apaf1 inhib: blocks human Apaf-1 apoptosome activity; O14727; reconstituted apoptosome caspase-3 activity, DEVD-Rh110 fluorescence; inhibition, % at 20 µM; 0.71% of 330,000 active; active means inhibition of at least 40% at 20 µM;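 further: plate controls were DMSO wells for no effect and DEVD-CHO caspase inhibitor wells for full effect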
Target sequence (O14727 whole entry, looked up): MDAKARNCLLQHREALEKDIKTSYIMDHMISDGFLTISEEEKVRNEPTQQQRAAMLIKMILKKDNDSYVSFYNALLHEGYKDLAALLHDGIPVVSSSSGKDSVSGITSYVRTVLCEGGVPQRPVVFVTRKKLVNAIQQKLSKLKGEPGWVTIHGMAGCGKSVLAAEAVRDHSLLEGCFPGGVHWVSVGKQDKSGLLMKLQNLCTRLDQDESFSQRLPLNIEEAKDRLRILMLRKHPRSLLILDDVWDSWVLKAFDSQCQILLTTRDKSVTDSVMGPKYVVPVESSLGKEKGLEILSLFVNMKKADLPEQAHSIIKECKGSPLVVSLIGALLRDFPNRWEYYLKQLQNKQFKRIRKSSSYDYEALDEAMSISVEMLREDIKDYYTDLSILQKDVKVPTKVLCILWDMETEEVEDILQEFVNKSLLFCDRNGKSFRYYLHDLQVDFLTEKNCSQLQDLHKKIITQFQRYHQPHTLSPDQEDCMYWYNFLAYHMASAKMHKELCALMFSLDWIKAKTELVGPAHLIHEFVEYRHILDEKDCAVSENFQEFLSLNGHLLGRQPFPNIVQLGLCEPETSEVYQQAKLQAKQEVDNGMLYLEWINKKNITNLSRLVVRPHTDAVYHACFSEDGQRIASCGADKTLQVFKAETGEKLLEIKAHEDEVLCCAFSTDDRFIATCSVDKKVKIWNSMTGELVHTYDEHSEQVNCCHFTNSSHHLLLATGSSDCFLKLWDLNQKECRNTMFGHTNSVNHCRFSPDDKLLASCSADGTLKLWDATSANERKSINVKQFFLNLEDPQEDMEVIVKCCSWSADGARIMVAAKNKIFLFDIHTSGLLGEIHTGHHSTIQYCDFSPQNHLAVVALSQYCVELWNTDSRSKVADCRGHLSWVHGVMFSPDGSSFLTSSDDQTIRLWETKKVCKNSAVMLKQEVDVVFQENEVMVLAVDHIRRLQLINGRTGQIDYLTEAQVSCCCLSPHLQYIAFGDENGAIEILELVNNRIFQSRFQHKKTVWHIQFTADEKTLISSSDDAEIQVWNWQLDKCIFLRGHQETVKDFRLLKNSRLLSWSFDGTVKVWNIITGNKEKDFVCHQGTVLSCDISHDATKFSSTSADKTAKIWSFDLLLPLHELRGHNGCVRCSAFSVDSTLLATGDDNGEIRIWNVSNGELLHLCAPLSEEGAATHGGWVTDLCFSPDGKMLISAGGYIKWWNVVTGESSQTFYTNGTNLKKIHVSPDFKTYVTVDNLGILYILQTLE
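Assay system: Apoptosome proteins | Medium: pH 7.5 Hepes buffer with CHAPS, BSA, DTT | Also added: Cytochrome c and DEVD-Rh110 substrate | Times: 30 min plus 50 min, RT | Detection: Rhodamine 110 fluorescence at Ex 480/Em 540 nm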
* marks the source's active call; other numbers are inactive results; / = no result given.

Preview (15 entries):
SMILES	A3G deaminase	SENP7 inh	SENP1 inh	SENP6 block	UBC13 inh	SENP8 block-1	SENP8 block-2	Apaf1 inhib
c1ccc(C(c2nnnn2C2CCCC2)N2CCN(c3ccccc3)CC2)cc1 (stereo unspecified)	-3	12	2	-9	2	26	-1	17
CCC1Oc2ccc(C)cc2N(CC(=O)N(Cc2cccnc2)Cc2cccc(F)c2)C1=O (stereo unspecified)	0	6	0	-2	8	12	1	27
CSc1ccc(CN2CCCN(C)CC2)cc1	-1	8	0	7	2	7	-1	-2
Cc1cccc(N2CCN(C(=S)Nc3ccc4nc5n(c(=O)c4c3)CCCCC5)CC2)c1C	-16	4	1	-18	-5	-69	-2	-4
O=c1[nH]c(C2CCCN(S(=O)(=O)c3ccccc3)C2)nc2c1nnn2Cc1ccccc1 (stereo unspecified)	-3	9	0	14	7	17	4	16
Fc1ccc2c(c1)C1OCCCC1C(c1ccccc1)N2 (stereo unspecified)	-7	0	1	-14	-1	-1	8	4
Cc1ccc2c(c1)CCCN2C(=O)c1cc(C)on1	-7	-2	0	-2	2	2	5	5
COc1ccc(Br)cc1/C=C(\C(=O)O)c1ccc(S(=O)(=O)N2CCCCC2)s1	-4	-11	-2	-4	-23	-408	-10	4
CCOC(=O)C1(Cc2ccc(OC)cc2)CCN(C(=O)CCc2cccnc2)CC1	3	-2	2	-15	-22	-1	-12	2
COc1ccc(NC(=O)C(=O)NCCN2CCN(C(=O)c3ccco3)CC2)cc1	-9	0	-3	-10	6	5	-6	-12
COc1cc(C)c(CN2CCC(n3nccc3NC(=O)C3CCOC3)CC2)cc1C (stereo unspecified)	5	9	-2	7	0	4	-5	10
NS(=O)(=O)c1ccc(CCNS(=O)(=O)c2cccc3cccnc23)cc1	4	8	4	-15	3	2	-3	5
CC(C)CNS(=O)(=O)c1ccc(OCC(=O)NCC2CCCO2)c(Cl)c1 (stereo unspecified)	-7	-4	1	-2	-2	22	-2	-4
C=CCn1c(=N)n(CC(O)c2ccco2)c2ccccc21 (stereo unspecified)	0	6	-8	-1	6	-16	-6	-9
O=c1oc2ccccc2c(NC2CCCCC2)c1NS(=O)(=O)c1ccc(F)c(Cl)c1	-3	1	1	-4	6	-17	2	16

Main list (from the top)
SMILES	A3G deaminase	SENP7 inh	SENP1 inh	SENP6 block	UBC13 inh	SENP8 block-1	SENP8 block-2	Apaf1 inhib
c1ccc(C(c2nnnn2C2CCCC2)N2CCN(c3ccccc3)CC2)cc1 (stereo unspecified)	-3	12	2	-9	2	26	-1	17
CCC1Oc2ccc(C)cc2N(CC(=O)N(Cc2cccnc2)Cc2cccc(F)c2)C1=O (stereo unspecified)	0	6	0	-2	8	12	1	27
CSc1ccc(CN2CCCN(C)CC2)cc1	-1	8	0	7	2	7	-1	-2
Cc1cccc(N2CCN(C(=S)Nc3ccc4nc5n(c(=O)c4c3)CCCCC5)CC2)c1C	-16	4	1	-18	-5	-69	-2	-4
O=c1[nH]c(C2CCCN(S(=O)(=O)c3ccccc3)C2)nc2c1nnn2Cc1ccccc1 (stereo unspecified)	-3	9	0	14	7	17	4	16
Fc1ccc2c(c1)C1OCCCC1C(c1ccccc1)N2 (stereo unspecified)	-7	0	1	-14	-1	-1	8	4
Cc1ccc2c(c1)CCCN2C(=O)c1cc(C)on1	-7	-2	0	-2	2	2	5	5
COc1ccc(Br)cc1/C=C(\C(=O)O)c1ccc(S(=O)(=O)N2CCCCC2)s1	-4	-11	-2	-4	-23	-408	-10	4
CCOC(=O)C1(Cc2ccc(OC)cc2)CCN(C(=O)CCc2cccnc2)CC1	3	-2	2	-15	-22	-1	-12	2
COc1ccc(NC(=O)C(=O)NCCN2CCN(C(=O)c3ccco3)CC2)cc1	-9	0	-3	-10	6	5	-6	-12
COc1cc(C)c(CN2CCC(n3nccc3NC(=O)C3CCOC3)CC2)cc1C (stereo unspecified)	5	9	-2	7	0	4	-5	10
NS(=O)(=O)c1ccc(CCNS(=O)(=O)c2cccc3cccnc23)cc1	4	8	4	-15	3	2	-3	5
CC(C)CNS(=O)(=O)c1ccc(OCC(=O)NCC2CCCO2)c(Cl)c1 (stereo unspecified)	-7	-4	1	-2	-2	22	-2	-4
C=CCn1c(=N)n(CC(O)c2ccco2)c2ccccc21 (stereo unspecified)	0	6	-8	-1	6	-16	-6	-9
O=c1oc2ccccc2c(NC2CCCCC2)c1NS(=O)(=O)c1ccc(F)c(Cl)c1	-3	1	1	-4	6	-17	2	16
C=CCn1c(SCC(=O)N(CC)C2CCS(=O)(=O)C2)nnc1-c1ccccc1 (stereo unspecified)	-7	-6	1	-11	54*	8	-3	61*
CC(c1ccco1)N(C(=O)c1ccc(Cl)s1)c1ccccn1 (stereo unspecified)	-7	1	/	5	-3	/	1	-15
Cc1cccc(C)c1OCC(=O)NCC1COc2ccccc2O1 (stereo unspecified)	0	5	-1	-7	5	17	-2	9
Cc1ccc(OCC(=O)NCc2ccccc2)c([N+](=O)[O-])n1	-3	-6	5	3	8	14	-1	-6
O=c1n(-c2ccccc2)c(=O)n(Cc2ccccn2)n1Cc1ccccn1	-1	6	4	-3	1	17	-1	13
NC(=O)c1cc(-c2ccncc2)nc2ccc(Cl)cc12	-11	6	-5	3	-6	-10	4	-14
CCCCCc1cc(=O)c2ccccc2o1	-3	2	1	0	5	13	0	15
CCOC(=O)C(N)CSC1CC(=O)N(c2ccc(OC)cc2)C1=O (stereo unspecified)	-7	-2	2	-10	-2	5	-8	0
CCOc1ccc(CCNC(=O)Nc2cccc(OC)c2)cc1OCC	2	-1	2	11	1	16	8	5
COC(=O)c1c(NC(=O)COC(=O)c2ccc(C)s2)sc2c1CCCCC2	-4	-2	-1	-9	-7	19	4	6

The list continues.
SMILES	A3G deaminase	SENP7 inh	SENP1 inh	SENP6 block	UBC13 inh	SENP8 block-1	SENP8 block-2	Apaf1 inhib
CCN(CC#CCC(O)(c1ccccc1)C1CCCC1)C(C)C (stereo unspecified)	-5	4	1	-15	5	31	-5	0
CC(=O)Nc1ccc(S(=O)(=O)NCc2ccc(C(=O)NC(C)c3ccccc3)cc2)cc1 (stereo unspecified)	-2	0	1	-1	-6	0	3	-17
CCOC(=O)N1CCC(NC(=O)C2=CCN(S(=O)(=O)c3ccc(OC)cc3)CC2)CC1	-3	5	0	6	-17	7	-4	-2
O=C(COc1ccc(Cl)cc1Cl)NCC1(N2CCOCC2)CCCCC1	-3	8	3	-2	6	4	-4	23
CC(C)(C)c1ccc(Oc2ccc(NC(=O)CCCC(=O)O)cn2)cc1	-7	9	0	-10	-7	19	-3	-6
N/C(COc1ccccc1)=N\NS(=O)(=O)c1ccccc1	4	3	3	0	-2	6	-6	-6
CCOC(=O)C1=C(C)NC(=O)C1CC(=O)Nc1ccccc1 (stereo unspecified)	-10	7	/	2	5	/	-4	-11
COc1ccc(CN(C)c2nc(-c3cccnc3)nc3ccccc23)cc1OC	5	4	/	-7	6	/	-1	13
CCCCNC(=O)CCCn1c(=O)[nH]c2ccc(Br)cc2c1=O	-3	2	1	-1	-2	26	3	2
CC1=C(C(=O)OCC(C)C)[C@]23C(=O)c4ccccc4[C@@]2(O1)OC(N)=C3C#N	-2	0	1	-10	-22	21	-2	12
CN=c1sc2ccccc2n1CC(O)COCc1ccco1 (stereo unspecified)	2	0	1	-3	4	8	5	-3
c1ccc(Cc2ccc(OCCn3ccnc3)cc2)cc1	-5	-2	1	-24	5	24	-3	15
Cc1cc(C)cc(NS(=O)(=O)c2ccc3[nH]cc(C(=O)N4CCc5ccccc54)c(=O)c3c2)c1	-2	0	0	-3	-4	-20	-5	9
c1csc(-c2nnc(-c3ccc(N4CCOCC4)cc3)o2)c1	-4	52*	-11	59*	15	-281	11	-2
COc1cccc(-n2nc(-c3ccnn3-c3ccc(C)cc3)c(=O)n(C)c2=O)c1	-6	-2	0	0	-7	-25	-2	15
COc1cc(OC)cc(-c2nc(N)n[nH]2)c1	2	-2	3	15	-4	12	-6	4
CC(=O)Nc1ccc(S(=O)(=O)N2CCC(C(N)=O)(N3CCCCC3)CC2)cc1	-7	-9	1	-15	-5	8	-8	9
O=C(Nc1ccncc1)Nc1cccc(F)c1	-10	34	-1	45	6	4	19	-9
COc1cccc(NC(=O)c2cc(-c3cccnc3)nc3c(Cl)cccc23)c1	-5	1	3	7	-2	2	3	-2
Cc1cc(NC(=O)CSc2nnc(COc3ccccc3)n2Cc2ccco2)no1	-2	8	3	-10	6	10	-1	-6
CC(NC(=O)c1ccccc1)C(=O)OCC(=O)N1c2ccccc2Sc2ccccc21 (stereo unspecified)	-7	1	2	-4	7	13	5	4
O=C(CN1C(=O)C2C3C=CC(C3)C2C1=O)Nc1nc(-c2ccccn2)cs1 (stereo unspecified)	1	4	-7	-9	-6	-16	6	-15
COc1cccc(/C=C(\C#N)c2nc3ccc(C)cc3[nH]2)c1OCC(=O)O	-5	-11	-35	-5	-5	-318	-10	14
CN(C(=O)C1CCC(=O)N(C2CC2)C1)C1CCCCC1 (stereo unspecified)	-6	-7	1	0	6	1	0	-15
Cn1c(Cc2c[nH]c3ccccc23)n[nH]c1=S	31	-1	-4	5	-1	39	-1	-16

Going on with the list.
SMILES	A3G deaminase	SENP7 inh	SENP1 inh	SENP6 block	UBC13 inh	SENP8 block-1	SENP8 block-2	Apaf1 inhib
COc1ccccc1Oc1ccc(S(=O)(=O)N2CCCC2)cc1	-2	0	-2	-1	6	2	2	-7
CCCN1CCN(C(=O)Cn2cccc2C(=O)c2ccccc2)CC1	-7	2	1	-13	4	32	-2	-5
CC(Sc1nnc2ccccn12)C(=O)Nc1ccc2c(c1)OCO2 (stereo unspecified)	-5	8	1	9	-4	-91	5	5
Cc1cc(SCC(=O)OCC(=O)N2CCN(C(=O)c3ccco3)CC2)c(C)cc1Br	-1	-6	3	-9	3	5	-1	-4
CCOC(=O)c1cc(-c2ccccc2)sc1NC(=O)C(C)OC(=O)c1cccnc1Cl (stereo unspecified)	-8	5	0	3	15	-66	1	6
O=C(/C=C/c1ccc(Cl)cc1)NC1CC2CCC1C2 (stereo unspecified)	-5	1	1	5	8	6	-4	8
COc1ccc(C(C)(C)C)cc1NC(=O)COC(=O)C(C)C	-1	14	1	11	-8	5	4	-4
CCC(O)(CCN1CCCCC1)c1ccccc1 (stereo unspecified)	-2	1	2	11	4	9	1	2
CC(=O)c1ccccc1NC(=O)CCCNC(=O)c1ccc(Cl)cc1	-3	4	-2	24	2	-11	-2	7
Cc1c(C(=O)O)sc2nc(CSc3ncc(C(F)(F)F)cc3Cl)[nH]c(=O)c12	-6	5	3	15	11	9	-1	-11
CN(C)S(=O)(=O)c1ccc(NC(=O)COC(=O)c2ccccn2)cc1	-6	-7	-2	3	1	20	-6	-10
O=C(O)CCn1cc(C2CC(c3ccccc3)=NN2c2ccccc2)c(-c2ccccc2)n1 (stereo unspecified)	-4	1	-115	7	17	-454	7	28
CSc1nnc(SCC(=O)NC(=O)c2ccccc2)s1	-5	3	0	4	4	1	-6	-1
COC(=O)c1ccc(COc2cccc3c2CCN(Cc2ccccc2)C3=O)o1	1	2	-2	-6	0	-2	-6	16
N#Cc1ccc(NC(=O)c2cc(-c3cccs3)on2)cc1	-4	8	1	58*	10	-33	2	-21
